Screening results (PubChem)
Sm TGR block: inhibitors of Schistosoma mansoni thioredoxin glutathione reductase; actives 3% (n = 360,000); AID 485364; Potency, µM (series often up to 114 µM), without a hit: at the top dose activity change, negative = inhibition, hits mostly inhibitors; purified TGR, DTNB reduction, TNB absorbance 405 nm; Q962Y6; active means well fitted inhibition curve with a large enough effect; inconclusive means small, poorly fitted or top-dose-only effect; inactive means no such curve, though single readings can be large or run the other way; further: nearly all actives have a fitted effect of over 60% in size
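Kinetic colorimetric format: TGR-catalysed, NADPH-driven DTNB reduction monitored via TNB absorbance. Enzyme dispensed at 20 nM; compound exposure 15 min at room temperature before reaction start.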
An asterisk follows results filed as active; ? = inconclusive. On the % scale 0 is the no-effect control and ±100 the full control effect; potency means the concentration at half of the fitted maximal effect. Only part of the results is shown; rates above refer to the full screens.

no.	Compound	Sm TGR block
1	CCc1ccc(C2CC(=O)c3c([nH]c(C(=O)OCc4ccc(C)cc4)c3C)C2)cc1 (stereo unspecified)	4%
2	Cc1ccc(-n2nc(C(=O)NCCN(C)C)c(=O)n(C)c2=O)cc1	7%
3	CCc1ccccc1NC(=O)c1cnc2sc(N3CCOCC3)nn2c1=O	12%
4	CC1CCN(S(=O)(=O)c2ccc3c(c2)N(CC(=O)NC(C)(C)C)C(=O)CS3)CC1	-15%
5	CCC(=O)N1c2ccc(S(=O)(=O)CCC(=O)NCc3cccc(OC)c3)cc2CC1C (stereo unspecified)	-2%
6	CCOc1ccc(OC(=O)c2cn(-c3ccc(C)cc3)c(=O)c3ccccc23)cc1	?
7	CC(C)(C)c1ccc(-c2nnc(-c3ccccc3NC(=O)c3ccc(F)cc3F)o2)cc1	-2%
8	Cc1cc(C)c2c(CC(=O)Nc3cc(C(F)(F)F)ccc3Cl)coc2c1	-2%
9	CCOC(=O)c1ccc(NC(=O)c2ccc(-c3cccc(Cl)c3C)o2)cc1	-10%
10	Cc1ccc(NC(=O)Nc2nnc(N(C)Cc3ccccc3)s2)cc1	5%
11	Cc1cc(C)c(NC(=O)c2ccc3nc(C(C)C)oc3c2)c(C)c1	-5%
12	CSc1cccc(NC(=O)c2cc3c(COC(C)=O)cnc(C)c3oc2=O)c1	0%
13	COc1ccccc1CSc1nc2n(n1)C(c1ccccc1)C(C(=O)Nc1ccc(C)cc1)=C(C)N2 (stereo unspecified)	-8%
14	Cc1ccc(NC(=O)CSc2nc3ccccc3nc2Cc2ccccc2F)cc1F	-7%
15	Cc1ccc(NC(=O)C(C)Sc2nc(=O)cc(N)n2-c2cccc(C)c2)cc1 (stereo unspecified)	-8%
16	NC(=O)c1c(NC(=O)c2cc(-c3ccc(F)cc3)on2)sc2c1CCCC2	2%
17	Cc1ccc2nc3c(c(Nc4ccc(C)c(C)c4)c2c1)CCC3	1%
18	CC(C)NC(=O)C1CCN(C(=O)c2cnn(-c3ccccc3)c2-n2cccc2)CC1	3%
19	CCOc1ccc(CCNC(=O)c2ccc(CS(=O)(=O)c3ccccc3C)o2)cc1OCC	-3%
20	Cc1ccc(C(=O)Nc2ccc3c(c2)N(C)C(=O)c2ccccc2S3)cc1	0%
21	Cc1cccc(N2CCN(S(=O)(=O)c3cc(Cl)ccc3Cl)CC2)c1C	-1%
22	COc1cccc(NC(=O)Cn2c(=O)n(Cc3ccc4c(c3)OCO4)c(=O)c3oc4ccccc4c32)c1	3%
23	COc1ccc(CCNC(=O)Cc2c(C)c3cc4c(C)coc4cc3oc2=O)cc1OC	2%
24	COc1ccc(N2CCN(CCCNC(=O)C3COc4ccc(OC)cc4C3)CC2)cc1 (stereo unspecified)	-13%
25	Cc1cc(C(F)F)n2nc(C(=O)Nc3ccc(C(C)C)cc3)nc2n1	-2%
26	CCOc1ccccc1NC(=O)Cn1cnc2c1c(=O)n(C)c(=O)n2C	3%
27	COc1ccc2cc3cc(C(=O)NCc4ccc(C)cc4)oc3nc2c1	7%
28	Cc1ccc(CNC(=O)CSCc2nc(-c3ccc(Cl)cc3)oc2C)cc1	0%
29	Cc1cc(=O)[nH]c2nnc(SCC(N)=O)n12	14%
30	COc1ccccc1-c1c(C)nn2c(C(F)(F)F)cc(-c3ccccc3)nc12	-2%

(more compounds)
no.	Compound	Sm TGR block
31	COc1cc2c(cc1OC)C(c1ccc(F)cc1)N(c1ccc(F)cc1)C(=O)C2 (stereo unspecified)	1%
32	COc1ccc(/C=C\c2onc(C)c2S(=O)(=O)N2CCC(C(=O)Nc3ccc(F)cc3F)CC2)cc1	-1%
33	CSc1nc2c(c(=O)[nH]1)C(c1cccc(F)c1F)CC(=O)N2 (stereo unspecified)	5%
34	Cc1ccc(-c2nc(-c3cc4cccc(OCc5cccc(C)c5)c4oc3=O)no2)cc1	6%
35	Cc1cc(=O)[nH]c2nnc(SCc3ccc(Cl)c(Cl)c3)n12	0%
36	COc1cc(Nc2ncc3c(n2)CCN(Cc2ccc(OC(C)C)c(OC)c2)C3)cc(OC)c1	-9%
37	CCCN(Cc1cccs1)C(=O)Nc1ccc(F)c(Cl)c1	1%
38	Cc1ccc(C)c(N2CCN(c3ncnc4onc(C)c34)CC2)c1	6%
39	Cc1oc2ncn(C)c(=O)c2c1C(=O)N(C)c1ccccc1F	8%
40	Cc1nnc(NC(=O)c2cccn(Cc3cccc([N+](=O)[O-])c3)c2=O)s1	1%
41	CCOc1ccccc1C(=O)Nc1c(NC)c2ccccc2oc1=O	3%
42	Cn1nc(C(=O)Nc2cccc(C(F)(F)F)c2)c2c1-c1ccccc1S(=O)(=O)C2	3%
43	CCOC(=O)C1CCN(C(=O)Cn2ncc3c([nH]c4ccc(C)cc43)c2=O)CC1	7%
44	Cc1ccc(C)c(NC(=O)Cn2c(=O)n(CC(=O)NCCc3ccccc3)c(=O)c3ccccc32)c1	4%
45	O=C(CSc1nccn1-c1ccc(Cl)cc1)Nc1cccc2ccccc12	-110%
46	O=[N+]([O-])c1cc(-c2nc(-c3ccccc3)no2)ccc1NCc1ccco1	9%
47	CCC(C(=O)N1CCN(c2ccccc2)CC1)n1nc(C)c2sc3ccccc3c2c1=O (stereo unspecified)	-1%
48	CCCCNC(=O)c1nn(C)c2c1CSc1ccccc1-2	-2%
49	CCOc1ccc2nc(N3CCN(C(=O)c4ccc(S(=O)(=O)CC)cc4)CC3)sc2c1	-5%
50	O=C(Nc1ccc(F)cc1F)c1noc2c1CCc1ccccc1-2	9%
51	N#Cc1ccc(CSc2nnc(-c3ccc(Br)cc3)o2)cc1	5%
52	C=CCc1c(C)nc2nc(SCC(=O)Nc3ccc(C)c(C)c3)nn2c1C	?
53	Cn1c(=O)sc2cc(NS(=O)(=O)c3ccc(C(C)(C)C)cc3)ccc21	5%
54	CCOC(=O)c1ccc(N2CCN(c3cc(C)ccc3C)CC2)c(NC(=O)Nc2ccc(Cl)cc2)c1	2%
55	CCc1cccc(C)c1NC(=O)Cn1c(=O)cc(C(F)(F)F)c2c(C)nn(C)c21	-3%
56	CC1CCCN(CCCNC(=O)Cn2ncc3c([nH]c4ccccc43)c2=O)C1 (stereo unspecified)	10%
57	COC(=O)c1c(-c2ccc(Cl)cc2)noc1N1CCN(c2ccc(OC)cc2)CC1	1%
58	Cc1cc(C)cc(OCc2cc(=O)n3cc(C)sc3n2)c1	4%
59	C=Cc1ccc(COc2ccc3oc(-c4ccccc4)c(C(=O)OCC)c3c2)cc1	11%
60	Cc1ccc(Cl)cc1NC(=O)Cn1c(=O)n(Cc2ccccc2)c(=O)c2oc3ccccc3c21	1%

(further entries)
entry | SMILES | Sm TGR block
61 | CCOc1cc(Cl)c(S(=O)(=O)n2ccnc2)cc1Cl | 0%
62 | Cc1ccccc1NC(=O)N1CCc2c(sc3c2CCCC3)C1c1ccccc1 (stereo unspecified) | 1%
63 | Cc1ccc(C(=O)Nc2nc(-c3nnn(-c4cccc(Cl)c4C)c3C)ns2)cc1C | 1%
64 | CCc1cnc2c(c1SCC(=O)NCc1ccc(C)cc1)c(=O)n(C)c(=O)n2C | 0%
65 | COc1ccc(NC(=O)c2cc3c(s2)-c2c(C)cccc2OC3)cc1Cl | -7%
66 | CC(C)OCCCNC(=O)c1cc2c(-c3ccc(Cl)cc3)nn(C)c2s1 | 2%
67 | COc1ccccc1C1Nc2c(sc3nc(C)cc(C)c23)C(=O)N1c1ccccc1 (stereo unspecified) | -2%
68 | Cc1cc(C)cc(-n2ccnc2SCC(=O)Nc2ccc(C)cc2C)c1 | 4%
69 | CCN1C(=O)c2ccccc2Sc2ccc(NC(=O)N3CCN(c4cc(C)ccc4C)CC3)cc21 | -13%
70 | Cc1nc2c(c(C)c1CCC(=O)N1CCN(c3ccccc3)CC1)c(=O)n(C)c(=O)n2C | -6%
71 | Cc1cccc(NC(=O)c2oc3ccccc3c2NC(=O)Cc2coc3ccc(C(C)C)cc23)c1 | -6%
72 | Cc1c(Cl)cccc1NC(=O)c1cccc(NC(=O)N2CCSc3ncccc32)c1 | 0%
73 | CCCN(C(=O)Cn1c(=O)oc2cc(Cl)ccc21)c1ccc(C(C)C)cc1 | 7%
74 | Cc1[nH]c2ccccc2c1C(=O)C(=O)NC1CC(=O)N(c2cccc(F)c2)C1 (stereo unspecified) | 13%
75 | Cc1cccc(C(=O)N2CCc3cc(CNC(=O)c4ccnn4C)ccc32)c1 | 4%

Continued:
entry | SMILES | Sm TGR block
76 | CC(=O)c1ccc(N2CCN(C(=O)c3cc(S(=O)(=O)N4CCCCCC4)cn3C)CC2)cc1 | -2%
77 | Clc1ccc(-c2ccc(CNCCSc3nnnn3-c3ccccc3)o2)cc1 | 8%
78 | COc1cccc(C2C(C(=O)Nc3ccc(C)cc3C)=C(C)Nc3c(C(=O)Nc4ccccc4)cnn32)c1 (stereo unspecified) | -7%
79 | CCCOc1ccc(C(=O)Nc2ccc3oc(-c4ccncc4)nc3c2)cc1 | 1%
80 | O=C(CSc1cn(CC(=O)N2CCCCCC2)c2ccccc12)Nc1ccccc1F | 1%
81 | COc1ccc(CCN2C(=O)c3oc4cc(C)cc(C)c4c(=O)c3C2c2ccccc2F)cc1OC (stereo unspecified) | -10%
82 | Cn1c(=O)n(C)c2cc(CNCc3ccccc3)ccc21 | -1%
83 | Cc1ccc(CNC(=O)c2sc3nc4n(c(=O)c3c2C)CCCCC4)cc1 | -13%
84 | CCOc1ccc(CNS(=O)(=O)c2ccc3[nH]c4c(c3c2)CCCC4)cc1OC | -16%
85 | Cc1ccc(Cl)cc1NC(=O)c1oc2ccc(S(=O)(=O)N3CCCCCC3)cc2c1C | 8%
86 | Cc1nc(-c2ccc(S(=O)(=O)N3CCN(c4cccc(C(F)(F)F)c4)CC3)cc2)co1 | -1%
87 | COc1ccc(OC)c(CNC(=O)CN2C(=O)CCn3nc(-c4cn(C)c5ccccc45)cc32)c1 | -2%
88 | COc1ccc(CCNC(=O)CCc2c(C)nc3nc(C)nn3c2C)cc1OC | -1%
89 | CCOc1ccccc1C(=O)NC1(C(F)(F)F)C(=O)Nc2c1c(=O)[nH]c(=O)n2-c1ccccc1 (stereo unspecified) | 8%
90 | CCN(CC)c1nc2c(S(=O)(=O)c3ccccc3)nnn2c2ccc(Cl)cc12 | 1%

Going on with the list.
entry | SMILES | Sm TGR block
91 | CCOC(=O)C1CCN(S(=O)(=O)c2ccc(N3CCCCS3(=O)=O)cc2)CC1 | 7%
92 | Cc1ccc(NC(=O)NCc2ccc3c(c2)CCN3C(=O)c2ccccc2)c(Cl)c1 | 2%
93 | COc1ccc(NC(=O)Cn2c(=O)cc(C)c3c(C)nn(-c4cccc(Cl)c4C)c32)cc1OC | 10%
94 | O=C(O)CC1c2ccccc2CCN1C(=O)Nc1cc(Cl)ccc1Cl (stereo unspecified) | 1%
95 | CC(C)(C)C1CCc2nc(NC(=O)COc3ccccc3[N+](=O)[O-])sc2C1 (stereo unspecified) | -3%
96 | CC(C)(C)C(=O)Nc1cc(-c2cccc(Br)c2)nn1-c1ccccc1 | 9%
97 | CC(NC(=O)CCn1c(=O)c2cccn2c2ccc(F)cc21)c1ccccc1 (stereo unspecified) | 9%
98 | CCOc1ccccc1CNC(=O)C1CCN(C2=NS(=O)(=O)C(c3ccc(C)c(C)c3)=C2C)CC1 | 3%
99 | Clc1cccc(CSc2nc(NCCc3ccccc3)c3ccccc3n2)c1 | 4%
100 | CCOC(=O)c1cc(OC(=O)c2ccc(OC)cc2)n(-c2ccccc2)n1 | -8%
101 | O=C(COc1ccccc1F)Nc1ccccc1C(=O)OCc1cc(=O)n2nc(C3CC3)sc2n1 | 8%
102 | COc1ccc(Cl)cc1NC(=O)CN(c1cccc(C)c1C)S(=O)(=O)c1ccccc1 | -2%
103 | N#Cc1nc(/C=C/c2ccc(F)cc2)oc1N1CCCCCC1 | 0%
104 | CCC(C)n1c(SCC(=O)Nc2ccccc2C(=O)OC)nc2ccsc2c1=O (stereo unspecified) | -1%
105 | COc1ccc(-c2n[nH]c3c2C(c2ccc(Cl)cc2Cl)NC3=O)cc1 (stereo unspecified) | -1%

An excerpt from above in order of length of the SMILES, high to low.
entry | SMILES | Sm TGR block
86 | Cc1nc(-c2ccc(S(=O)(=O)N3CCN(c4cccc(C(F)(F)F)c4)CC3)cc2)co1 | -1%
101 | O=C(COc1ccccc1F)Nc1ccccc1C(=O)OCc1cc(=O)n2nc(C3CC3)sc2n1 | 8%
23 | COc1ccc(CCNC(=O)Cc2c(C)c3cc4c(C)coc4cc3oc2=O)cc1OC | 2%
35 | Cc1cc(=O)[nH]c2nnc(SCc3ccc(Cl)c(Cl)c3)n12 | 0%
10 | Cc1ccc(NC(=O)Nc2nnc(N(C)Cc3ccccc3)s2)cc1 | 5%

Carrying on.
entry | SMILES | Sm TGR block
106 | COc1ccccc1-c1cc(C(F)(F)F)nc(S(=O)(=O)CCCC(=O)Nc2cc(OC)c(OC)c(OC)c2)n1 | ?
107 | O=C(Nc1cccc(Cl)c1Cl)c1cc(S(=O)(=O)NCc2ccc3c(c2)OCO3)ccc1F | 4%
108 | CCOC(=O)c1c(NC(=O)c2ccccc2OCC)sc2c1CCC(CC)C2 (stereo unspecified) | -4%
109 | O=C(O)c1ccc(Cn2c(SCc3ccc(F)cc3)nc3ccncc32)cc1 | 8%
110 | O=C(CSc1cn(CC(=O)N2CCOCC2)c2ccccc12)Nc1ccccc1F | 1%
111 | COC(=O)c1cc2occc2n1CC(=O)Nc1cccc(SC)c1 | -2%
112 | CCC(Sc1nc(-c2ccccc2)[nH]c1S(=O)(=O)c1ccc(C)cc1)C(=O)O (stereo unspecified) | ?

Shown field by field: part of the list above
107: O=C(Nc1cccc(Cl)c1Cl)c1cc(S(=O)(=O)NCc2ccc3c(c2)OCO3)ccc1F
  Sm TGR block = 4%
108: CCOC(=O)c1c(NC(=O)c2ccccc2OCC)sc2c1CCC(CC)C2 (stereo unspecified)
  Sm TGR block = -4%
109: O=C(O)c1ccc(Cn2c(SCc3ccc(F)cc3)nc3ccncc32)cc1
  Sm TGR block = 8%
110: O=C(CSc1cn(CC(=O)N2CCOCC2)c2ccccc12)Nc1ccccc1F
  Sm TGR block = 1%
